rTrxR1 inhibitor: rat TrxR1 inhibition; O89049; recombinant rTrxR1, NADPH fluorescence consumption, selenite substrate; Potency, µM (titrated, usually from 114 µM), for the others: top-dose activity change, negative = inhibition, usual class: inhibitors; actives 1% (n = 390,000); AID 588453; note: potency is the fitted concentration of half-maximal effect; % is set by controls: 0 for no effect and ±100 for the full control effect; nearly all actives have a fitted effect of over 65% in size
Target sequence (O89049 whole entry, looked up): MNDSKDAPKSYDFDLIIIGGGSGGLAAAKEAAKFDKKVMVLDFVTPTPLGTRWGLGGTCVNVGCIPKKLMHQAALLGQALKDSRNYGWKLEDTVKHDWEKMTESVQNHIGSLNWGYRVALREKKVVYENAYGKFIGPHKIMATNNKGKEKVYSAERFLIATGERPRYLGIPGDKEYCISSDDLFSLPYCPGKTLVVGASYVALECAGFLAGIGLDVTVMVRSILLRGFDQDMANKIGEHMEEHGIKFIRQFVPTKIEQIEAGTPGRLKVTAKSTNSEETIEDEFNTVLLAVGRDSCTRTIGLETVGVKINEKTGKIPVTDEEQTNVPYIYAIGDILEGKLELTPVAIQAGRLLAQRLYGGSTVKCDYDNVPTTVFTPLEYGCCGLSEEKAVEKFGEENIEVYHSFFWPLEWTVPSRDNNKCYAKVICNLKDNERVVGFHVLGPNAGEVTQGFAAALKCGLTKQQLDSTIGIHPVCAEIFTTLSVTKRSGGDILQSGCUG
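Rat TrxR1 (90 nM in the dispensed reagent) was pre-reduced with 400 uM NADPH for 5 min at room temperature, then incubated with compound for 15 min. After 400 uM selenite was added, NADPH fluorescence (Ex 340/Em 450 nm) was followed for 8 min.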
USP1-UAF1 inh: inhibitors of human USP1/UAF1 deubiquitinase; Potency, µM (titrated, usually from 57.1 µM), inactives show top-dose activity change, negative = inhibition, most hits filed as inhibitors; actives 0.23% (n = 390,000); recombinant USP1/UAF1, Ub-Rhodamine cleavage fluorescence; O94782; AID 743255; note: potency is the fitted concentration of half-maximal effect; % is set by controls: 0 for no effect and ±100 for the full control effect; nearly all actives have a fitted effect of over 60% in size; inactives centre near -12
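High-throughput fluorogenic screen: 1nM USP1/UAF1 complex, Ub-Rho substrate 150nM final, 50mM HEPES pH 7.8 with 0.5mM EDTA, 0.1 mg/ml BSA, 1mM TCEP and 0.01% Tween-20.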
TRHR agonist: agonists of human TRH receptor | P34981 | actives 0.18% (n = 360,000) | activation, % at 2 µM | TRHR cells, calcium flux fluo-8, FDSS agonist mode; in the data active = activation above about 30%; note: 0% is about no effect
Target sequence (P34981 whole entry, looked up): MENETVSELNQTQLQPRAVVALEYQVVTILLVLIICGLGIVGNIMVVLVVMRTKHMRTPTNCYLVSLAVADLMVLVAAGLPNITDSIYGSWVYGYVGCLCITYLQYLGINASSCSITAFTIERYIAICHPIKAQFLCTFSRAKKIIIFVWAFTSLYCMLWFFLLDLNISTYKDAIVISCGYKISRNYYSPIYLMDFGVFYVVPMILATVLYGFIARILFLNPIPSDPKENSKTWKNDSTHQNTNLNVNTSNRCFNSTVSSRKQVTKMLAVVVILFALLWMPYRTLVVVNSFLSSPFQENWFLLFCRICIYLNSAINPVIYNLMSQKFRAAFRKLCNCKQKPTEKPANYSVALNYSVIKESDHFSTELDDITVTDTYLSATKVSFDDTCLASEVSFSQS
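Agonist-mode FDSS calcium read (Ex 480/Em 530, 1 s cycles) in 1536-well TRHR cells with fluo-8 dye, after 10-cycle baseline and 23 nL compound addition; TRH at EC20 (10 nM final) added afterwards for the enhancer phase.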
PI4K2A block: inhibitors of human PI4K2A. AID 1346378. activity change, negative = inhibition, % at 76.9 µM. purified PI4K2A, ADP-Glo luminescence, 1 h; stronger effect = lower value. Q9BTU6. actives 0.13% (n = 420,000); in the data active = activity change below about -50%; inconclusive = mostly about -30% to -49%;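 note: -100% = wells without enzyme as full effect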
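ADP-Glo luminescence measured ADP generated by PI4K2A enzyme (4 ug/mL before mixing) with 1.2 mM PI substrate (pre-mix) and 300 microM ATP (pre-mix). Tris pH7.5 buffer with MgCl2, Triton X-100; 1 h reaction at ambient temperature.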
D2 ag: activates the human D2 dopamine receptor | P14416 | HEK293 T-REx D2 cells, calcium flux agonist mode | activation, % at 2 µM | actives 0.53% (n = 340,000);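 active = activation over 3 SD above normal in the single-dose calcium agonist read, cut at about 30% in these data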; note: 0% is about no effect
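Agonism scored from kinetic calcium signal (1 read/sec, 180 s) following compound pin transfer, after a 10 s baseline. Cells: HEK293 Trex line expressing inducible D2 receptor coupled to calcium, dye-loaded after overnight culture at 30 C.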
D2 antagonist: antagonists of human D2 dopamine receptor; HEK293 TREx D2 cells, calcium flux, dopamine EC80; inhibition, % at 10 µM; actives 2% (n = 340,000); AID 485344; in the data active = inhibition above about 30%; note: 0% is about no effect
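Calcium flux kinetic readout in an inducible HEK293 TREx D2 line plated overnight at 30 C. After 180 s compound exposure, an EC80 dopamine challenge follows with another 180 s kinetic read to detect antagonism.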
IDH1 R132H inh: blocks human mutant IDH1 R132H enzyme | O75874 | IDH1-R132H enzyme, NADPH consumption, diaphorase/resazurin fluorescence | Potency, µM (titrated, usually from 76.6 µM), for inactives: at the top dose activity change, negative = inhibition, most hits filed as inhibitors | actives 0.093% (n = 390,000); note: potency is the fitted concentration of half-maximal effect; % is set by controls: 0 for no effect and ±100 for the full control effect; nearly all actives have a fitted effect of over 65% in size
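IDH1-R132H (0.5 ug/mL dispensed) in pH 7.5 Tris buffer was preincubated 30 min with compound, then given a substrate mix of 0.016 mM NADPH and 2 mM alpha-KG for 80 min at room temperature; remaining NADPH was read by diaphorase/resazurin fluorescence.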
TrxR1 substrate: substrates of rat thioredoxin reductase 1 | O89049 | purified TrxR1 substrate turnover, NADPH consumption readout | Potency, µM (highest dose often 114 µM), for the others: at the top dose activity change, negative = substrate turnover | actives 0.01% (n = 390,000); note: potency is the fitted concentration of half-maximal effect; % is set by controls: 0 for no effect and ±100 for the full control effect; nearly all actives have a fitted effect of over 50% in size
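Rat TrxR1, dispensed at 90 nM, was prereduced with 400 uM NADPH (final) for 5 min at ~22 deg C, then incubated with compound 15 min before 400 uM selenite. A first-read NADPH fluorescence drop versus no-compound background flagged substrates.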
TRHR PAM: allosterically enhances the human TRH receptor; P34981; TRHR cells, fluo-8 calcium fluorescence, EC20 TRH enhancement; enhancement, % at 2 µM; actives 0.66% (n = 360,000); AID 493056; in the data active = enhancement above about 30%; note: 0% is about no effect
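Enhancer read-out: after compound pinning and an initial kinetic agonist-mode read, an EC20 of TRH (10 nM final) was injected and fluo-8 calcium signal (Ex 480/Em 530) followed at 1 s/cycle for 100 cycles in TRHR-expressing cells.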
* = called active by the depositor; u = inconclusive; x = not tested or not shown; [ ] = dose if it differs, or a comment. Unless noted, calls come from the whole dose curve; as a rule, active = well fitted inhibition curve with a large enough effect; inconclusive = small, poorly fitted or top-dose-only effect; inactive = no such curve, though single readings can be large or run the other way.

SMILES	rTrxR1 inhibitor	USP1-UAF1 inh	TRHR agonist	PI4K2A block	D2 ag	D2 antagonist	IDH1 R132H inh	TrxR1 substrate	TRHR PAM
O=C(Nc1ccc2snnc2c1)N1CCN(c2ccccc2)CC1	1.0%	-17.9%	0.0	2.9	3.8	-0.2	-4.3%	1.3%	0.8
Cc1ccc(S(=O)(=O)N2CCCN(C)CC2)cc1	28.2µM*	-8.8%	0.2	6.5	0.9	5.3	-3.6%	4.6%	-3.3
CN(C)NC(=O)C(NC(=O)c1ccccc1)C12CC3CC(CC(C3)C1)C2 (stereo not given)	-7.8%	-5.2%	8.2	0.4	1.3	-3.2	13.3%	-8.3%	0.5
O=C(Nc1scc(-c2ccc(F)cc2)c1C(=O)O)c1ccco1	-1.2%[57.1 µM]	-21.3%	0.5	-2.5	-0.6	-7.1	9.5%	-26.1%[57.1 µM]	-0.7
Cc1nnsc1S(=O)c1ccc(Cl)c(Cl)c1 (stereo not given)	46.5%[activator]	-9.9%	-1.9	2.0	-0.6	25.2	-4.9%	-6.3%	-3.8
Cc1ccc(NC(=S)NC(=O)c2c(-c3ccccc3Cl)noc2C)cc1	u	-15.2%	0.5	4.4	0.4	13.4	-1.2%	4.1%	2.9
CC1=NN(C(N)=S)C(=O)C1N=Nc1ccc(F)cc1 (stereo not given)	u	-25.9%	-1.6	16.6	-0.1	6.5	-14.2%	-13.9%	-6.3
COc1ccc2c(=O)cc(-c3ccncc3)oc2c1OC	6.0%	-8.1%	x	-0.3	x	x	2.3%	-9.3%	x
COc1cc(/C=N\NC(=O)c2ccc(=O)[nH]n2)cc(OC)c1OC	-1.2%[57.1 µM]	-12.3%	0.1	-1.9	-0.7	12.4	13.9%	-6.3%[57.1 µM]	3.8
CC1CCCN(C(=O)C2CCN(c3nc(-c4ccccc4)nc4c3CCC4)CC2)C1 (stereo not given)	-11.3%	-16.6%	-0.6	3.4	-1.4	3.7	7.9%	-6.4%	-4.3
Cc1ccc(S(=O)(=O)N2CCN(C(=O)C3CCCC3)CC2)cc1C	15.1%[57.1 µM]	-17.3%	-0.4	-1.2	-0.1	1.7	1.1%	5.4%[57.1 µM]	-9.7
Cc1onc(-c2c(Cl)cccc2Cl)c1C(=O)NN1CCCCCC1	10.0%[57.1 µM]	-19.8%	-0.2	-1.0	0.3	9.5	9.2%	7.6%	6.4
O=C(Nc1ccnn1C1CCN(CC2CC=CCC2)CC1)c1ccccc1Cl (stereo not given)	18.5%[57.1 µM]	-21.4%	0.4	-4.2	1.1	-7.0	-5.0%	6.8%[57.1 µM]	-0.5
CCn1nc(C)c(CNC(=O)CC2C(=O)NCCN2CC(C)(C)C)c1C (stereo not given)	0.9%	-18.6%	0.9	6.7	0.7	1.7	9.7%	-3.2%	0.2
NCCCCCc1cn([C@@H](CO)C(=O)NCCCCCCCCCCC(=O)N2CCNCC2)nn1	3.0%	4.8%	0.8	-1.4	x	x	-9.8%	-1.2%	-3.5
CCOC(=O)c1cc(CC)sc1/N=C/C1=C(O)CCCC1=O	-13.7%	-7.1%	0.2	-3.1	-0.4	1.1	7.2%	-11.4%	2.4
CN(Cc1ccc(Cl)c(Cl)c1)C(=O)C1=CC=CN2CCS(=O)(=O)N=C12	-1.2%	-15.6%	-3.1	5.5	0.1	3.8	10.7%	9.3%	5.2
CS(=O)(=O)Nc1ccc(C2=NN(S(C)(=O)=O)C(c3ccc4nccnc4c3)C2)cc1 (stereo not given)	23.9%	-25.5%	0.1	2.1	-0.4	6.3	0.0%	1.9%	-5.9
CCc1ccccc1NC(=O)c1nnn(CC(=O)Nc2c(C)cc(C)cc2C)c1N	20.6%	u	0.6	-0.6	0.4	x	-3.0%	1.3%	0.6
O=S(=O)(NCCc1ccc(F)cc1)c1cccc2cccnc12	15.4%[57.1 µM]	-8.2%	0.1	-8.1	-0.8	-2.2	11.5%	-23.8%[57.1 µM]	14.1
O=C(CNC(=O)OCc1ccccc1)OC(c1ccccc1)c1ccccc1	-16.8%[2.29 µM]	-13.5%	x	-0.9	x	x	12.6%	-10.9%[2.29 µM]	x
Cc1ccc(NC(=S)N/N=C/c2c(C)nn(-c3ccccc3)c2N2CCCC2)cc1	13.4%[57.1 µM]	-17.7%	-0.4	-0.2	-0.2	8.4	-2.0%	7.2%[57.1 µM]	-2.7
O=C(COC(=O)c1ccc2c(c1)OCO2)Nc1cccc(F)c1	14.5%	-14.1%	1.3	0.6	1.9	12.7	-6.6%	-0.1%	-2.9
CC1=CC2CC1C1C(=O)N(c3ccc(S(=O)(=O)Nc4nc(C)cc(C)n4)cc3)C(=O)C21 (stereo not given)	0.6%[57.1 µM]	-5.0%	-0.8	-5.9	0.8	-4.1	19.0%	0.2%[57.1 µM]	-3.4
CC1CC(C)(C)N(C(=O)NC2CCCCC2)c2ccccc21 (stereo not given)	-7.8%	-0.8%	0.0	-2.8	-0.5	-4.0	9.3%	-8.5%	-1.3

Random excerpt: three compounds from above
SMILES	rTrxR1 inhibitor	USP1-UAF1 inh	TRHR agonist	PI4K2A block	D2 ag	D2 antagonist	IDH1 R132H inh	TrxR1 substrate	TRHR PAM
Cc1ccc(NC(=S)N/N=C/c2c(C)nn(-c3ccccc3)c2N2CCCC2)cc1	13.4%[57.1 µM]	-17.7%	-0.4	-0.2	-0.2	8.4	-2.0%	7.2%[57.1 µM]	-2.7
CC1=NN(C(N)=S)C(=O)C1N=Nc1ccc(F)cc1 (stereo not given)	u	-25.9%	-1.6	16.6	-0.1	6.5	-14.2%	-13.9%	-6.3
O=C(Nc1ccnn1C1CCN(CC2CC=CCC2)CC1)c1ccccc1Cl (stereo not given)	18.5%[57.1 µM]	-21.4%	0.4	-4.2	1.1	-7.0	-5.0%	6.8%[57.1 µM]	-0.5

Continuation:
SMILES	rTrxR1 inhibitor	USP1-UAF1 inh	TRHR agonist	PI4K2A block	D2 ag	D2 antagonist	IDH1 R132H inh	TrxR1 substrate	TRHR PAM
NC(=O)c1ccc(NC(=O)CSc2nnc(C3CC3)n2C2CC2)cc1	33.2%	-21.6%	x	2.2	x	x	2.9%	11.5%	x
CN(Cc1ccccc1)c1ncnc2ccc(Br)cc12	-16.7%	-29.9%	0.1	4.3	3.9	6.0	10.0%	9.5%[57.1 µM]	1.6
Clc1cccc(CSc2nnc(-c3sccc3-n3cccc3)o2)c1	-12.5%	-9.3%	x	4.4	x	x	1.2%	5.3%[57.1 µM]	x
Cc1nonc1NC(=O)CSc1ccccn1	-18.3%	-12.2%	-0.4	1.3	-0.2	0.0	-5.5%	-12.0%	13.1
Cc1ccc(-n2ncc(C(=O)NCCCN3CCCCC3)c2C2CCN(C(=O)OC(C)(C)C)CC2)cc1	-4.0%	-19.2%	4.9	0.4	1.7	x	-12.7%	-5.5%	-8.9
CCCCCCCOC(=O)c1nc(Cl)c(Cl)c(N)c1Cl	11.4%[57.1 µM]	-4.0%	-1.0	-0.2	-0.6	-4.1	4.9%	-5.2%[57.1 µM]	9.2
Cc1ccccc1Nc1ncnc2c1c(-c1ccccc1)cn2-c1ccc(F)cc1	15.2%[57.1 µM]	-9.6%	-0.1	-1.1	0.0	x	-6.1%	5.7%[57.1 µM]	3.1
COC(=O)c1ccc(NC(=O)CSc2nnc(COc3ccc4c(c3)CCCC4)o2)cc1	18.2%	6.7%	-0.5	-1.2	-0.4	-8.0	-0.2%	9.6%	-0.3
CN1CCN(c2nc3ccccn3c(=O)c2C=C(C#N)C#N)CC1	-22.1%	-3.6%	0.2	2.3	0.9	14.8	2.8%	15.5%[57.1 µM]	-4.9
O=CNn1cnc2c(oc3nc(-c4ccccc4)cc(-c4ccco4)c32)c1=O	6.3%[57.1 µM]	-12.2%	0.7	-0.6	12.4	-17.8	9.5%	38.2%[activator][57.1 µM]	5.2
COc1ccccc1CN(C)C(=O)c1cccc(S(=O)(=O)N2CCCc3ccccc32)c1	-4.0%	-5.4%	0.0	-1.3	-0.1	-18.3	-1.6%	-8.9%	-1.8
COc1ccc(OC)c(S(=O)(=O)NCCO)c1	-5.8%	-2.2%	-0.2	-8.0	1.3	-24.7	1.5%	-9.5%	4.1
COc1ccccc1OCCNC(=O)c1cccs1	21.5%[57.1 µM]	4.0%	-0.4	10.7	0.1	-12.0	4.1%	11.0%[57.1 µM]	-1.3
Cc1cc(/C=C(\C#N)C(=O)NCc2ccco2)c(C)n1C1CCCC1	-3.1%	-8.4%	-0.5	-1.5	-0.3	17.3	7.4%	-1.3%	12.1
Cc1ccsc1CN(C)C(=O)CCc1nnc(COc2ccccc2)o1	17.6%	-12.2%	-0.2	-13.3	0.2	-0.3	13.4%	-0.6%[57.1 µM]	-7.6
O=C(NNC(=S)Nc1ccccc1)c1ccccc1[N+](=O)[O-]	-12.4%[57.1 µM]	-4.7%	-0.5	-1.7	0.1	3.2	12.7%	-3.7%	-7.1
Cc1ccnc(NC(=O)CSc2cc(=O)n(C)c3ccccc23)c1	-1.2%	0.3%	-0.7	1.6	-1.3	-6.2	12.4%	-7.3%	-4.1
Cc1noc(C)c1CSc1nc2sc(C)c(C)c2c(=O)n1C1CCCC1	-6.2%	-4.8%	0.0	-3.1	x	x	-2.2%	-9.2%	3.7
COc1ccc(CCNC(=O)c2ccc(C)s2)cc1OC	-1.6%	-29.0%	-0.3	-3.2	1.5	3.8	-9.2%	2.3%	-6.0
CC1=NN(/C(=N\c2nnc(C)s2)Nc2ccccc2)[C@H](c2cccc3ccccc23)S1	-11.3%	-6.1%	-0.6	3.1	0.0	-5.8	-0.1%	-10.6%	-2.9
Cc1ccc(Cn2ccc(NC(=O)C3C4CCC(C4)C3C(=O)O)n2)cc1 (stereo not given)	-9.2%	-2.3%	-0.2	-4.7	-1.2	-18.9	1.7%	-11.4%	4.6
CN(CCNC(=O)c1cccc(N2CCCC2=O)c1)Cc1ccccc1	-15.7%	6.1%	0.5	-7.9	2.3	14.7	2.1%	-2.7%	-7.0
COc1ccc(-c2sc(Nc3ccccc3)n[n+]2C)c(C)c1C	17.4%	7.7%	-0.8	0.8	x	x	-4.7%	-3.8%	-1.4

Bioassay records: PubChem BioAssay, National Center for Advancing Translational Sciences (NCATS)
